High-throughput results: PubChem, National Center for Advancing Translational Sciences (NCATS)
TRHR PAM: qHTS for Small Molecule Agonists and Allosteric Enhancers of Human TRH Receptor: Primary Screen for Enhancers. Thyrotropin-releasing hormone receptor (Homo sapiens), P34981. TRHR cells, fluo-8 calcium fluorescence, EC20 TRH enhancement. enhancement, % at 2 µM. 360,000 compounds, 0.66% hits. AID 493056, 2011; in the data active means enhancement above about 30%; further: 0% is about no effect
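TRHR-expressing cells loaded with fluo-8 calcium dye were read kinetically (ex 480/em 530) during compound addition, then stimulated with an EC20 of TRH (10 nM final). Enhancement of the Gq-mediated intracellular calcium response was scored.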
RXFP1 antagonist: qHTS Assay for Antagonists of the Relaxin Receptor RXFP1 | Relaxin receptor 1 (Homo sapiens), Q9HBX9 | HEK293-RXFP1, relaxin-stimulated cAMP HTRF, 30 min; hits give low values | activity change, negative = inhibition, % at 57.5 µM | 350,000 compounds, 0.59% hits;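 active means activity change of -60% or lower, but not beyond a set lower limit; inconclusive means change between -60% and -40%, or beyond the set limit; inactive means change above -40%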; further: on the % scale 0 is the no-effect control and ±100 the full control effect
Target sequence (Q9HBX9 whole entry, looked up): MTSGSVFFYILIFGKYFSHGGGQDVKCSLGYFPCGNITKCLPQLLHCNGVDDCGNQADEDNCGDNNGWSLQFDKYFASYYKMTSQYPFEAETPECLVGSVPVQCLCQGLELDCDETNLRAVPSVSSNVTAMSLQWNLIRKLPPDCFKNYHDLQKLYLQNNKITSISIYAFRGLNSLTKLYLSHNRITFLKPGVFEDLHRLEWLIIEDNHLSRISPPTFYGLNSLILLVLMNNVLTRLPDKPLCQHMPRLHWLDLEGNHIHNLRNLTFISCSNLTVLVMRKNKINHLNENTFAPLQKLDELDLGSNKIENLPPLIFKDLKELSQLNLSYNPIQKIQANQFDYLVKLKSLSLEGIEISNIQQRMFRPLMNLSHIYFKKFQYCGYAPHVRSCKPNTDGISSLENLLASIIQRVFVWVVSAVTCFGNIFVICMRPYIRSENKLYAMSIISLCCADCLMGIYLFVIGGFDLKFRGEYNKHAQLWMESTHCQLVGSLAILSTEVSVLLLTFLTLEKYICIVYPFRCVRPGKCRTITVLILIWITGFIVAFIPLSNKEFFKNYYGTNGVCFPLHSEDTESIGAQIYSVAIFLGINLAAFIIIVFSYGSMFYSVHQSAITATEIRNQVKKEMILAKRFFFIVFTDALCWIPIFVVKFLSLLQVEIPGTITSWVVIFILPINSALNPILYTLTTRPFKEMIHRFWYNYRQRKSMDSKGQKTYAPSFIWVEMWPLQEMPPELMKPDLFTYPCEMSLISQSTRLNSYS
D1 antag: Antagonist of Human D 1 Dopamine Receptor: qHTS; HEK293 TREx D1 cells, calcium flux, dopamine EC80; hits give low values; activity change, negative = inhibition, % at 10 µM; 360,000 compounds, 3.2% hits; AID 504652, 2011; in the data active means activity change below about -30%; further: on the % scale 0 is the no-effect control and ±100 the full control effect
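Allosteric or orthosteric antagonism assessed as attenuation of the calcium response to EC80 dopamine, added 180 s after compound, in induced HEK293 Trex D1 cells loaded with no-wash calcium dye.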
D1 PAM: Potentiators of Human D1 Dopamine Receptor: qHTS. potentiation, % at 10 µM. HEK293 TREx D1 cells, calcium flux, dopamine EC20 potentiation. D(1A) dopamine receptor (Homo sapiens), P21728. 360,000 compounds, 0.036% hits; in the data active means potentiation above about 30%; further: 0% is about no effect
D2 ag: HTS Assay for Allosteric Agonists of the Human D2 Dopamine Receptor: Primary Screen for Agonists; HEK293 T-REx D2 cells, calcium flux agonist mode; 340,000 compounds, 0.53% hits; activation, % at 2 µM;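 active means activation over 3 SD above normal in the single-dose calcium agonist read, cut at about 30% in these data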; further: 0% is about no effect
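Tetracycline-induced HEK293 T-REx cells with force-coupled D2 receptor, plated overnight at 30 C, loaded with no-wash calcium dye. After a 10 s baseline, compound was pin-added and calcium flux read kinetically for 180 s; calcium rises flagged agonists.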
D1 ag: Allosteric Agonists of the Human D1 Dopamine Receptor: qHTS; HEK293 T-REx D1 cells, calcium flux, agonist mode; 360,000 compounds, 1% hits; D(1A) dopamine receptor (Homo sapiens), P21728; AID 504660, 2011; activation, % at 2 µM; in the data active means activation above about 30%; further: 0% is about no effect
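Agonism was scored from calcium flux recorded over 180 s (1 read/s) after pintool compound addition, following a 10-cycle baseline. Cells were inducible force-coupled HEK293 TREx D1, plated overnight at 30 C and loaded with no-wash calcium dye.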
D2 antagonist: HTS Assay for Allosteric Antagonists of the Human D2 Dopamine Receptor: Primary Screen for Antagonists | HEK293 TREx D2 cells, calcium flux, dopamine EC80 | 340,000 compounds, 2% hits | D(2) dopamine receptor (Homo sapiens), P14416 | inhibition, % at 10 µM; in the data active means inhibition above about 30%; further: 0% is about no effect
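HEK293 T-REx D2 cells, tet-induced, calcium dye no-wash. Cpd pintool add, 180 s kinetic, then EC80 DA, 180 s kinetic. Ca flux read.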
D2 potentiator: HTS Assay for Positive Allosteric Modulators of the Human D2 Dopamine Receptor: Primary Screen for Potentiators; AID 485347, 2010; HEK293 T-REx D2, calcium flux, EC20 dopamine potentiation; potentiation, % at 10 µM; D(2) dopamine receptor (Homo sapiens), P14416; 340,000 compounds, 0.34% hits;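 active means potentiation over 3 SD above the plate norm, cut at about 30% in these data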; further: 0% is about no effect
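Tetracycline-induced HEK293 T-REx cells force-coupled to calcium signalling expressed D2; compounds were pin-added after a 10 s baseline, read kinetically 180 s, then an EC20 dopamine challenge followed with a further 180 s calcium read.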
RXFP1 agonist: qHTS Assay for Agonists of the Relaxin Receptor RXFP1; Relaxin receptor 1 (Homo sapiens), Q9HBX9; HEK293T-RXFP1 cAMP TR-FRET, 30 min; response scale: percent of porcine relaxin response, buffer zero; Potency, µM (titrated, usually from 57.5 µM), for inactives: top-dose activation, hits mostly activators; 370,000 compounds, 0.3% hits; active means well fitted activation curve with a large enough effect; inconclusive means small, poorly fitted or top-dose-only effect; further: potency means the concentration at half of the fitted maximal effect; on the % scale 0 is the no-effect control and ±100 the full control effect; nearly all actives have a fitted effect of over 60% in size; many of its hits are not listed in these tables
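HEK293T cells stably expressing RXFP1 were pretreated with the PDE4 inhibitor Ro 20174, exposed to compounds for 30 min at 37C, lysed, and cAMP was read by TR-FRET. Data normalized to buffer (basal) and 29 nM porcine relaxin (100%).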
* = called active by the depositor.

For CC1CCCCN1S(=O)(=O)c1cc2c(=O)nc3ccccn3c2cc1Cl (stereo not drawn) the results were TRHR PAM 0, RXFP1 antagonist -5, D1 antag -1, D1 PAM 0, D2 ag 0.8, D1 ag 0, D2 potentiator 9 and RXFP1 agonist 18%.
For COc1ccccc1N(C)S(=O)(=O)c1ccc(C(=O)NC2=NCCS2)cc1 the results were TRHR PAM -6, RXFP1 antagonist -10, D1 antag 18, D1 PAM 10, D2 ag 0.4, D1 ag 3, D2 antagonist 7, D2 potentiator -8 and RXFP1 agonist 2.1%.
Screening Cc1cc2c(cc1C)/C(=N/NC(=O)c1ccccn1)CCC2 returned TRHR PAM 10, RXFP1 antagonist -93*, D1 antag 2, D1 PAM 7, D2 ag -0.5, D1 ag 1, D2 antagonist 14, D2 potentiator 8 and RXFP1 agonist -0.9%.
`CCOc1ccc2[nH]c(=O)c(CN(CCN3CCCC3)C(=S)Nc3ccccc3OC)cc2c1` gave TRHR PAM -4, RXFP1 antagonist -29, D1 antag -17, D1 PAM -4, D2 ag -0.9, D1 ag 1, D2 antagonist 24, D2 potentiator 0 and RXFP1 agonist -0.3%.
For O=C(NCc1ccc2c(c1)OCO2)C(=S)N1CCOCC1 the results were TRHR PAM -3, RXFP1 antagonist -15, D1 antag 3, D1 PAM -2, D2 ag 2.2, D1 ag 1, D2 antagonist -7, D2 potentiator 2 and RXFP1 agonist 1.8%.
CCOC(=O)c1ccc(CSc2n[nH]c(C)n2)o1 was read as TRHR PAM 2, RXFP1 antagonist 0, D1 antag -28, D1 PAM 1, D2 ag 0.9, D1 ag 1, D2 antagonist -5, D2 potentiator 17 and RXFP1 agonist 0.4%.
CCn1cc(S(=O)(=O)CC(=O)Nc2ccc(OC)cc2)c2ccccc21 was read as TRHR PAM 1, D1 antag 4, D1 PAM 3, D2 ag -0.7, D1 ag 1, D2 antagonist 11, D2 potentiator -11 and RXFP1 agonist 5.3%.
`COc1ccc(OCC(=O)NC(=S)Nc2ccc(S(=O)(=O)Nc3cc(OC)nc(OC)n3)cc2)cc1` gave TRHR PAM -2, RXFP1 antagonist -2, D1 antag 15, D1 PAM -8, D2 ag 0.3, D1 ag 5, D2 antagonist -5, D2 potentiator -1 and RXFP1 agonist 1.5%.
Screening CCCCCC(=O)N1c2ccccc2C(C)(c2ccccc2)CC1(C)C (stereo not drawn) returned TRHR PAM -3, RXFP1 antagonist -24, D1 antag 2, D1 PAM -1, D2 ag 1.5, D1 ag 3, D2 potentiator -4 and RXFP1 agonist 2.8%.
`O=C(CN1C(=O)COc2ccc(S(=O)(=O)NC3CCCC3)cc21)Nc1ccc(Cl)cc1F` gave TRHR PAM -7, RXFP1 antagonist 7, D1 antag -7, D1 PAM -1, D2 ag 1.0, D1 ag -2, D2 potentiator 1 and RXFP1 agonist -0.5%.

No new results follow: an excerpt of the list.
For CC1CCCCN1S(=O)(=O)c1cc2c(=O)nc3ccccn3c2cc1Cl (stereo not drawn) the results were TRHR PAM 0, RXFP1 antagonist -5, D1 antag -1, D1 PAM 0, D2 ag 0.8, D1 ag 0, D2 potentiator 9 and RXFP1 agonist 18%.
For COc1ccccc1N(C)S(=O)(=O)c1ccc(C(=O)NC2=NCCS2)cc1 the results were TRHR PAM -6, RXFP1 antagonist -10, D1 antag 18, D1 PAM 10, D2 ag 0.4, D1 ag 3, D2 antagonist 7, D2 potentiator -8 and RXFP1 agonist 2.1%.
Screening Cc1cc2c(cc1C)/C(=N/NC(=O)c1ccccn1)CCC2 returned TRHR PAM 10, RXFP1 antagonist -93*, D1 antag 2, D1 PAM 7, D2 ag -0.5, D1 ag 1, D2 antagonist 14, D2 potentiator 8 and RXFP1 agonist -0.9%.

Going on with the list:
`CCOC(=O)c1ccc(NC(=O)N2CCOc3ccccc32)cc1` gave TRHR PAM -8, RXFP1 antagonist -3, D1 antag -30*, D1 PAM -5, D2 ag -0.2, D1 ag 9, D2 potentiator -9 and RXFP1 agonist 17%.
`CN1CCc2c(sc(NC(=O)c3ccc(S(=O)(=O)N4CCc5ccccc54)cc3)c2C(N)=O)C1` gave TRHR PAM 12, D1 antag 3, D1 PAM -8, D2 ag 14, D1 ag 5, D2 antagonist -6, D2 potentiator -18 and RXFP1 agonist -29%.
For COc1cc(/C=C(/C#N)C(=O)Nc2ccc(C)cc2)ccc1Oc1nc(Cl)ncc1F the results were TRHR PAM -8, RXFP1 antagonist -16, D1 antag -31*, D1 PAM -5, D2 ag -1.3, D1 ag 7, D2 antagonist -11, D2 potentiator -7 and RXFP1 agonist 2.8%.
`CSc1ncccc1C(=O)Nc1nc2ccc(F)cc2s1` gave TRHR PAM 4, RXFP1 antagonist inconclusive, D1 antag 5, D1 PAM -1, D2 ag 0.1, D1 ag 9, D2 antagonist 10, D2 potentiator 15 and RXFP1 agonist -2.1%.
For Nc1nnc(SCc2cc3c(cc2Cl)OCO3)s1 the results were TRHR PAM -4, RXFP1 antagonist -16, D1 antag -2, D1 PAM -2, D2 ag 0.2, D1 ag -3, D2 antagonist -11, D2 potentiator 5 and RXFP1 agonist -0.1%.
O=C(O)c1cccc(S(=O)(=O)N2CC=C(c3ccccc3)CC2)c1 was read as TRHR PAM 5, RXFP1 antagonist -2, D1 antag -6, D1 PAM -5, D2 ag 2.8, D1 ag 2, D2 antagonist 0, D2 potentiator 0 and RXFP1 agonist 0.0%.
`O=C(/C=C/c1ccco1)N1CCc2ccccc21` gave TRHR PAM 15, RXFP1 antagonist -26, D1 antag -9, D1 PAM -4, D2 ag 0.1, D1 ag 1, D2 antagonist -18, D2 potentiator -3 and RXFP1 agonist 0.0%.
For COc1ccc(CCNC(=O)CN(c2cc([N+](=O)[O-])ccc2OC)S(C)(=O)=O)cc1OC the results were TRHR PAM 32*, RXFP1 antagonist -10, D1 antag 4, D1 PAM -5, D2 ag -0.3, D1 ag 2, D2 antagonist -25, D2 potentiator -8 and RXFP1 agonist 0.2%.
`COc1cc(/C=N/NS(=O)(=O)c2ccccc2)ccc1OS(=O)(=O)c1ccc(C)cc1` gave TRHR PAM 4, RXFP1 antagonist -3, D1 antag -10, D1 PAM -11, D2 ag -1.2, D1 ag 0, D2 antagonist -11, D2 potentiator -7 and RXFP1 agonist -1.2%.
CCCc1cc(=O)oc2cc(C)cc(OCC(=O)Nc3ccc(CN4CCOCC4)cc3)c12 was read as TRHR PAM -5, RXFP1 antagonist -14, D1 antag -6, D1 PAM 1, D2 ag 0.1, D1 ag 3, D2 antagonist -10, D2 potentiator -6 and RXFP1 agonist 2.9%.
Screening COc1ccc(S(=O)(=O)NCC(c2ccco2)N2CCN(c3ccccc3F)CC2)cc1OC (stereo not drawn) returned TRHR PAM -6, RXFP1 antagonist -18, D1 PAM -2, D2 ag 0.9, D1 ag -3, D2 potentiator -5 and RXFP1 agonist 4.1%.
`CCCCN1C(=O)/C(=C/C=C2/C=Cc3ccccc3N2CC)SC1=S` gave TRHR PAM -3, RXFP1 antagonist -4, D1 antag 2, D1 PAM 1, D2 ag -0.3, D1 ag 4, D2 antagonist -5, D2 potentiator 9 and RXFP1 agonist 0.0%.
COc1ccc(NC(=O)[C@H](Cc2ccccc2)N2Cc3ccccc3C2=O)cc1OC was read as TRHR PAM 2, D1 antag -4, D1 PAM -5, D1 ag 0, D2 potentiator -3 and RXFP1 agonist -1.1%.
Screening COc1ccc(-c2noc(CSc3nnc(Cc4ccccc4)n3-c3cccc(C)c3)n2)cc1OC returned TRHR PAM -2, RXFP1 antagonist 11, D1 antag 4, D1 PAM 6, D2 ag 0.5, D1 ag 9, D2 antagonist -2, D2 potentiator -2 and RXFP1 agonist 1.8%.
`CCCC(=O)c1ccc(N2CCCCC2)c(F)c1` gave TRHR PAM -6, RXFP1 antagonist -6, D1 antag -3, D1 PAM 0, D2 ag -0.4, D1 ag 0, D2 antagonist -6, D2 potentiator -18 and RXFP1 agonist 4.2%.
`Oc1ccc(Nc2nc(NCC3CCCO3)c3ccccc3n2)cc1` (stereo not drawn) gave TRHR PAM -2, RXFP1 antagonist -13, D1 antag 1, D1 PAM 1, D2 ag 0.1, D1 ag 1, D2 antagonist 0, D2 potentiator 4 and RXFP1 agonist -0.2%.
`CC1(C)N=C(SCC(=O)Nc2ccc(Cl)cc2Cl)C(c2ccccc2)=N1` gave TRHR PAM 9, RXFP1 antagonist -15, D1 PAM 2, D2 ag -0.4, D1 ag 4, D2 antagonist -4, D2 potentiator 13 and RXFP1 agonist 0.6%.
Cn1c(SCCOc2ccccc2F)nc2ccccc2c1=O was read as TRHR PAM -3, RXFP1 antagonist -15, D1 antag -6, D1 PAM -1, D2 ag -0.9, D1 ag 10, D2 antagonist 11, D2 potentiator 11 and RXFP1 agonist -3.2%.
Screening Cc1ccc(C(=O)N2CCN(c3ccccc3)CC2)cc1NC(=O)c1ccco1 returned TRHR PAM -3, RXFP1 antagonist -4, D1 antag 0, D1 PAM -9, D2 ag 0.4, D1 ag 5, D2 antagonist -4, D2 potentiator 6 and RXFP1 agonist 1.3%.
COc1cccc2sc(Nc3nc(-c4ccccn4)cs3)nc12 was read as TRHR PAM -6, D1 antag -16, D1 PAM -4, D2 ag 1.9, D1 ag 9, D2 antagonist 3, D2 potentiator -4 and RXFP1 agonist 3.1%.
`Cc1cc(C(=O)NCCCN2CC(C)CC(C)C2)n(-c2ccccc2)n1` (stereo not drawn) gave TRHR PAM -4, D1 antag 7, D1 PAM 1, D2 ag -1.7, D1 ag -1, D2 antagonist 17, D2 potentiator 9 and RXFP1 agonist 0.0%.
`CCc1ccc(OCCNC(=O)c2cccs2)cc1` gave TRHR PAM 12, RXFP1 antagonist -11, D1 antag -3, D1 PAM 9, D2 ag 0.8, D1 ag 0, D2 antagonist 5, D2 potentiator 9 and RXFP1 agonist 0.7%.
Screening Cc1nnc(SCC(=O)Nc2cccc(S(=O)(=O)N3CCCCC3)c2)s1 returned TRHR PAM -3, RXFP1 antagonist 10, D1 antag -12, D1 PAM -11, D2 ag 0.8, D1 ag 10, D2 antagonist 17, D2 potentiator 1 and RXFP1 agonist 3.2%.

A portion of the library; rates above refer to the full screens.
